Assay outcomes deposited in PubChem by several laboratories.
NPY Y1 blocker = NPY-Y1 receptor antagonists, primary screen, cell-based. Neuropeptide Y receptor type 1 (Homo sapiens), P25929. inhibition, % at 3.6 µM. HEK293-CNG Y1 cells, membrane potential fluorescence; NPY at EC95, then isoproterenol. hit rate 1% among 200,000. AID 1040, 2008;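 active means inhibition above the campaign mean inhibition of all tested compounds plus 3 SD, cut at about 20% in these data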;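 further: 0% = DMSO wells given NPY plus isoproterenol and 100% = isoproterenol alone without NPY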
Target sequence (P25929 whole entry, looked up): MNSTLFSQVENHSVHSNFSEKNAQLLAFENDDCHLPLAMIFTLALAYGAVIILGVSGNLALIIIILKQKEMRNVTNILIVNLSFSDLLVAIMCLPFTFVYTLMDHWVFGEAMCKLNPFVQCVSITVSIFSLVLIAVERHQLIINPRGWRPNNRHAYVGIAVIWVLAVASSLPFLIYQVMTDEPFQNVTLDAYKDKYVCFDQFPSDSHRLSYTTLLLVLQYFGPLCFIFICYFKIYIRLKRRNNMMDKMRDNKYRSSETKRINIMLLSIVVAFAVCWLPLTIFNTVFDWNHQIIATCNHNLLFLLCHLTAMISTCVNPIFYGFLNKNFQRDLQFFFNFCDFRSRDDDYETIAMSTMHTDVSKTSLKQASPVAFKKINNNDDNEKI
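Material: HEK293 Y1/CNG channel cell line; also added: NPY (25 nM), isoproterenol (1 µM), Ro 20-1724 (25 µM); doses: one concentration, 3.6 µM, in 0.4% DMSO; schedule: compound incubation 1 h at room temperature, readout 45 min post-stimulation; technique: membrane potential fluorescence; measure: fluorescence ratio normalized to % inhibition between controls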
Runt-CBFb FRET = inhibitors of RUNX1 Runt–CBFb binding, primary screen, biochemical, FRET, Cerulean-Runt, Venus-CBFb, uHTS | inhibition, % at 20 µM | Runt-related transcription factor 1 (Homo sapiens) + Core-binding factor subunit beta … | Cerulean-Runt/Venus-CBFb FRET ratio 530/480, 1 h | hit rate 0.46% among 220,000;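 active means inhibition over about 50% at 20 µM in the single-dose screen, limit read from the data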;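 further: 0% = DMSO wells and 100% = excess unlabeled CBFb competitor control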
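Assay system: Cerulean-Runt domain fusion protein, energy donor; Signal: fluorescence energy transfer, 422 nm excitation, 530/480 nm emission; Timing: 1 h compound exposure, room temperature; Control set: unlabeled CBFb; Medium: Tris buffer pH 7.5 with salts and BSA; Compound: single test concentration of 20 µM, 1% DMSO final; Probe or stimulus: Venus-CBFb 100 nM.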
BaF3 tox = parental Ba/F3 cell viability inhibition, counter-screen for JAK2V617F inhibitor project, murine pro-B, CellTiter-Glo luminescence; CellTiter-Glo ATP luminescence; inhibition, % at 5.6 µM; hit rate 1.1% among 220,000;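 active means inhibition above a per-campaign cutoff, the mean inhibition of all tested compounds plus 3 SD, cut at about 27% in these data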;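 further: 0% = DMSO wells and 100% = JAK Inhibitor I control wells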
S1P4 ag = S1P4 receptor agonists, primary screen, cell-based; AID 1509, 2009; hit rate 0.35% among 220,000; S1P4-expressing cell line, agonist reporter assay; activation, % at 4.98 µM; Sphingosine 1-phosphate receptor 4 (Homo sapiens), O95977; in the data active means activation above about 11%;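 further: 0% = DMSO vehicle and 100% = reference agonist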
NPY-Y2 PAM-ag = NPY-Y2 potentiators or agonists, primary screen, cell-based | AID 1359, 2008 | hit rate 0.45% among 220,000 | activation, % at 3.6 µM | cells expressing NPY-Y2, potentiator/agonist read-out; in the data active means activation above about 27%;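 further: cells stimulated with NPY near EC25 plus isoproterenol at EC100; 0% = vehicle plus submaximal agonist and 100% = vehicle plus saturating agonist; some results beyond the cut were filed as inactive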
Target sequence (P49146 whole entry, looked up): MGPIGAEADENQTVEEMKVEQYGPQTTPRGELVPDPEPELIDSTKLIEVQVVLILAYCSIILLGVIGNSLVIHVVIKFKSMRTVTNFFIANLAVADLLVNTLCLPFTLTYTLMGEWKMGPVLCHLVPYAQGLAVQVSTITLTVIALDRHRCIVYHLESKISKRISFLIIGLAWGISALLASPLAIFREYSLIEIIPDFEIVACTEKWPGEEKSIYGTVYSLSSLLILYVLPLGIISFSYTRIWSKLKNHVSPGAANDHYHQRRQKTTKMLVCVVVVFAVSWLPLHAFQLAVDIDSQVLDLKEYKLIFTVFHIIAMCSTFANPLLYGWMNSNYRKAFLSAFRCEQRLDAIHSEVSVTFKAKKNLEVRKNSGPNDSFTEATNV
Ba/F3 V617F tox = reduced viability of JAK2V617F-dependent Ba/F3 cells, primary screen, JAK2V617F inhibitor project, cell-based, Ba/F3 EpoR-JAK2V617F, luminescence | hit rate 1.1% among 220,000 | ATP luminescence | inhibition, % at 5.6 µM;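 active means inhibition above the campaign mean plus 3 SD over all tested compounds, cut at about 24% in these data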;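 further: cytokine-independent growth of Ba/F3 cells driven by EpoR plus mutant JAK2; 0% = DMSO-treated cells and 100% = JAK inhibitor I control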
NPY1 pot ag = NPY-Y1 receptor potentiators or agonists, primary screen, cell-based. NPY-Y1 expressing cells, potentiator/agonist activation. AID 1304, 2008. hit rate 0.37% among 220,000. activation, % at 3.6 µM. Neuropeptide Y receptor type 1 (Homo sapiens), P25929; in the data active means activation above about 33%, passing the limit was not always enough;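 further: cells stimulated with NPY at EC10 then isoproterenol at EC100; 0% = low agonist plus stimulus and 100% = saturating agonist plus stimulus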
RBBP9 inhibitor = human RBBP9 inhibitors, primary screen, biochemical, fluorescence polarization, FP-Rh probe, HTS. recombinant RBBP9. inhibition, % at 7.94 µM. hit rate 0.2% among 220,000;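 active means inhibition above the campaign mean of all tested compounds plus 3 SD, cut at about 14% in these data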;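 further: plate controls were DMSO wells with RBBP9 for no effect and wells lacking RBBP9 protein for full effect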
Target sequence (O75884 whole entry, looked up): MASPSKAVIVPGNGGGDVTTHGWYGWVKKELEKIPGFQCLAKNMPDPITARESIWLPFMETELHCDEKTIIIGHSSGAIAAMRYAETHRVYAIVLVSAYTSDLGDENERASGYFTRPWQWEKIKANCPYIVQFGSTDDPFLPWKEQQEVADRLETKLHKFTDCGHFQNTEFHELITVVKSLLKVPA
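Assay system: recombinant human RBBP9; Reagent: Serine-hydrolase probe FP-Rh, 375 nM pre-mixing; Doses: 7.94 µM single dose, 0.794% DMSO; Incubation: 30 min then 45 min, 25 °C; Detection: fluorescence polarization (mP), excitation 525 nm, emission 598 nm; Evaluation: percent inhibition from mP, scaled between DMSO and no-protein wells.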
S1P4 antagonist = S1P4 receptor antagonists, primary screen, cell-based | inhibition, % at 4.98 µM | Sphingosine 1-phosphate receptor 4 (Homo sapiens), O95977 | hit rate 0.26% among 220,000 | S1P4-expressing cells, antagonist mode, reporter read-out | AID 1510, 2009; in the data active means inhibition above about 29%;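 further: 0% = wells stimulated with agonist and 100% = vehicle wells without agonist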
Starred values were filed as active, the others as inactive; . = not tested or not shown.

SMILES | NPY Y1 blocker | Runt-CBFb FRET | BaF3 tox | S1P4 ag | NPY-Y2 PAM-ag | Ba/F3 V617F tox | NPY1 pot ag | RBBP9 inhibitor | S1P4 antagonist
O=C(O)C1C2C=CC(C2)C1C(=O)N1CCc2ccccc21 (configuration not stated) | -8 | 0 | 2 | -1.9 | -6 | -4 | -9 | 3 | -1
COc1ccc(C2(C(=O)O)CCCC2)cc1 | 8 | 2 | 1 | 2.0 | -4 | -1 | -2 | -5 | -22
O=C(NCc1ccccc1)C1CCN(S(=O)(=O)c2cccc3cccnc23)CC1 | 0 | 2 | 3 | 3.2 | 2 | -4 | 2 | -5 | -13
COc1ccc(/C=C/C(=O)c2ccc(C)c([N+](=O)[O-])c2)cc1O | -4 | 1 | 1 | -1.2 | -4 | -2 | -18 | -3 | 11
CC(NC(=O)Cn1c(NCCO)nc2ccccc21)c1ccccc1 (configuration not stated) | -1 | 0 | 4 | -2.1 | -2 | -2 | 4 | 6 | 9
CN(N=Nc1cccc([N+](=O)[O-])c1)c1cccc([N+](=O)[O-])c1 | 6 | 0 | 9 | 0.0 | 1 | -1 | -2 | -8 | -29
O=C1OCCC1Sc1ncnc2sccc12 (configuration not stated) | 7 | 0 | 7 | -2.0 | 5 | 0 | 7 | -4 | -3
CCCCCCOc1ccc(C(CC(=O)O)C(N)=O)cc1 (configuration not stated) | -3 | -2 | 0 | 0.0 | 9 | -1 | 15 | -8 | 4
CCOC(=O)C1C(C)=C(Nc2ccc(OC)cc2)C(=O)N1c1ccc(OC)cc1 (configuration not stated) | 1 | 2 | 5 | -0.6 | 13 | -4 | -10 | 3 | -14
CCCc1nnc(NC(=O)CCC(=O)O)s1 | 2 | 3 | 8 | -0.1 | 0 | -2 | 9 | -6 | -1
O=C(CCC1CCCN(C(=O)CCCc2ccccc2)C1)N1CCN(c2ccccn2)CC1 (configuration not stated) | . | -1 | 1 | 0.4 | -14 | -2 | -5 | -5 | -13
COc1ccc2[nH]c(=O)c(CN(C(=O)c3cccnc3)c3ccccc3)cc2c1 | -1 | 2 | 3 | 0.9 | -1 | -3 | 5 | -7 | -6
CCOC(=O)/C=C/C(=O)Nc1ccccc1C(=O)NC1CCCCC1 | 2 | -2 | 1 | 0.1 | -3 | 1 | -31 | -6 | -10
CCc1cc2cccc(C)c2nc1SCC(=O)c1ccc(NC(C)=O)cc1 | 4 | -2 | 5 | -2.9 | -2 | 3 | 0 | -14 | -10
Cc1cc2ccccn2c1C(=O)c1cccc(S(=O)(=O)N2CCOCC2)c1 | 5 | -1 | 2 | 1.8 | -5 | 0 | -3 | -4 | -14
O=C(CCn1nc(-c2ccccc2)ccc1=O)N1CCOCC1 | -2 | -3 | 4 | 0.9 | -13 | -2 | 4 | -1 | -17
Cc1c(NC(=O)c2ccccc2)cccc1[N+](=O)[O-] | 0 | 1 | 5 | 1.9 | 11 | 0 | 13 | -6 | -1
S=C(c1ccc2c(c1)OCO2)N1CCCCCC1 | 5 | 1 | 4 | 1.6 | 0 | -1 | 1 | -9 | 7
Cc1c(C(=O)C(=O)N2CCN(C)CC2)c2ccccc2n1C | -5 | -1 | 0 | 1.0 | 10 | 1 | 7 | -7 | -12
C=CCn1c(SCC(=O)NCCOC)nnc1-c1cc2c(s1)CCC(CC)C2 (configuration not stated) | 0 | -3 | 6 | 0.4 | -6 | -1 | -5 | -6 | -20
CCn1c(SCC(=O)Nc2ccccc2N2CCOCC2)nnc1-c1ccccc1 | -1 | 1 | 2 | 2.0 | -7 | 1 | -21 | 0 | 7
Cc1ccc(C(C#N)c2ccc(C(=O)c3ccc(F)cc3)cc2)cc1 (configuration not stated) | 10 | 2 | 3 | 0.9 | 14 | -2 | -5 | 0 | -3
COc1ccc(/C=N/NC(=O)CSCC(=O)Nc2ccccc2)cc1 | . | -1 | 2 | 1.0 | 1 | -6 | 21 | -7 | -16
Cc1cccc(CN2CCN(CC(=O)N3CCCC3)C2=O)c1 | 5 | 2 | 3 | -0.5 | 5 | -1 | 21 | -10 | -9
O=C(COC(=O)CCc1c[nH]c2ccccc12)NC(c1ccccc1)c1ccccc1 | 5 | -1 | 76* | 4.7 | -9 | 0 | 10 | -4 | -13
O=S(=O)(c1ccc(C2CCCCC2)cc1)N1CCN(c2ncccn2)CC1 | 1 | 1 | 3 | 2.0 | 8 | -1 | -2 | -5 | 5
CCOC(=O)N1CCN(C(=O)COC(=O)c2ccc(O)cc2O)CC1 | -1 | 1 | 12 | 1.6 | -17 | 6 | -2 | -12 | -16
O=C(O)CCS(=O)(=O)Cc1ccccc1Cl | -3 | 2 | 0 | -2.8 | 3 | -6 | -11 | 2 | 11
Cc1ccc(NC(=O)Cc2sc(C)nc2-c2ccc(C)cc2)cc1 | 4 | 0 | 39* | 1.3 | -14 | 21 | 0 | -3 | -10
CN1CCc2c(sc3c2C(=O)NC(/C=C/c2ccco2)N3)C1 (configuration not stated) | 0 | . | 4 | 1.8 | -4 | -1 | -6 | -6 | -3
CCCCCCc1cc2cc(C(=O)Nc3ccccc3)c(=O)oc2cc1O | 2 | 113* | 2 | -1.5 | 3 | -3 | -15 | -12 | -10
CCCCC(=O)Nc1ccc(C)c(O)c1 | 0 | -3 | 6 | 3.3 | -3 | -2 | 11 | 13 | -7
O=C1C(Cl)=C(NCCN2CCCCC2)C(=O)c2ccccc21 | 7 | -3 | 26 | 0.8 | -14 | 7 | -4 | -5 | -10
O=C(N(c1ccccn1)c1ccccn1)C12CC3CC(CC(Cl)(C3)C1)C2 | -4 | 2 | 1 | -0.2 | -6 | 0 | -1 | -9 | 1
Cc1ccc(-c2cc(-c3ccccc3)c3c(N)c(S(C)(=O)=O)sc3n2)cc1 | -1 | 40 | 1 | 1.3 | 3 | -3 | 14 | -5 | -2
CC(=O)c1cccc(NC(=O)CSCc2ccc(Br)cc2)c1 | -1 | -1 | 2 | -0.3 | -13 | -1 | 2 | -4 | -8
CCOc1ccc(N=c2scc(-c3ccc(OC)cc3)n2CCO)cc1 | -1 | -6 | 6 | -4.1 | 11 | -2 | 18 | -10 | -6
CC(C)CN1CCN(Cc2cccn2-c2cccnc2)CC1CCO (configuration not stated) | 4 | 3 | 5 | 1.5 | 5 | -3 | 3 | -3 | -19
O=c1oc2cc(S(=O)(=O)NCCCO)ccc2c2ccc(S(=O)(=O)NCCCO)cc12 | . | 1 | 1 | 0.0 | -10 | -2 | 12 | -10 | 18
CCN(CC)c1cc(Oc2ccccc2)ncn1 | 2 | -1 | 2 | 0.8 | 7 | 5 | -14 | -4 | 3
CCOC(=O)Cc1csc(NC(=O)COc2ccc3ccccc3c2)n1 | 8 | -3 | 4 | 0.8 | -7 | 0 | -21 | -10 | -6
O=S(=O)(c1ccc(NC(=S)NC2CC2)cc1)N1CCOCC1 | 4 | 3 | 3 | -1.0 | -5 | -2 | 6 | 4 | -3
O=C(/C=C/c1ccc(Cl)cc1Cl)n1cccn1 | -1 | . | 8 | 0.4 | -9 | 1 | 17 | 7 | 1
Cc1ccc(OCC(=O)NNC(=O)CSc2ncc(C#N)c(N)n2)cc1 | 8 | 3 | 7 | -3.1 | 2 | -1 | -23 | 2 | -9
COc1ccc(OC)c(NC(=O)Cn2cc(C=O)c3ccccc32)c1 | 6 | -2 | 7 | 2.4 | -2 | 0 | 0 | 3 | -17
COCCSc1ccccc1C(=O)NCc1ccc(S(N)(=O)=O)cc1 | 1 | 3 | 5 | 2.8 | 5 | 0 | 14 | -4 | 4
O=C(/C=C/c1cccs1)NCc1cccnc1 | 1 | -1 | 6 | -1.4 | -3 | -2 | -2 | 6 | -6
C/C(CC(C)C)=N\Nc1ccc(S(N)(=O)=O)cc1[N+](=O)[O-] | 9 | -5 | 1 | -0.8 | 23 | -1 | 8 | -7 | 3
Cc1sc2ncnc(Sc3nc4ccccc4s3)c2c1C | 4 | -2 | 8 | 0.0 | 5 | -3 | -4 | -2 | -12
CCCSc1nc2c(c(=O)n1CC)SC(C)C2 (configuration not stated) | -2 | 0 | 5 | -1.5 | 3 | -2 | -14 | -3 | 6
O=C(CSc1nc2ccccc2o1)NCC(=O)c1ccccc1 | 11 | 0 | 4 | -1.5 | -11 | 2 | -8 | -10 | 5
CCCC(=O)Nc1ccc(C(=O)NNC(=O)COc2ccc(Br)c(C)c2)cc1 | 3 | 3 | 0 | 2.6 | -4 | 2 | -21 | -8 | -3
c1ccc(CN2CCC3(CC2)Nc2ccccc2CO3)cc1 | -3 | 1 | 2 | 2.1 | 12 | -3 | 0 | 0 | 8
FC(F)(F)c1nnc(N2CCN(c3ccc(Cl)cc3)CC2)s1 | . | 13 | 2 | 2.2 | 11 | 0 | -11 | -2 | -21
CC(=O)NC(Cc1ccccc1)C(=O)N1CCN(C(=O)c2ccco2)CC1 (configuration not stated) | -1 | 2 | 2 | -2.9 | 14 | -2 | -14 | -8 | 22
CN(CC(=O)N1CCc2ccccc21)S(=O)(=O)c1cccc2cccnc12 | 7 | 1 | 8 | 1.0 | 5 | 3 | 0 | -8 | -8

Some of these compounds in order of the S1P4 ag value, falling:
molecule	S1P4 ag
FC(F)(F)c1nnc(N2CCN(c3ccc(Cl)cc3)CC2)s1	2.2
CN(CC(=O)N1CCc2ccccc21)S(=O)(=O)c1cccc2cccnc12	1.0
Cc1sc2ncnc(Sc3nc4ccccc4s3)c2c1C	0.0
C/C(CC(C)C)=N\Nc1ccc(S(N)(=O)=O)cc1[N+](=O)[O-]	-0.8
O=C(/C=C/c1cccs1)NCc1cccnc1	-1.4

Reformatted field by field: two of the compounds above
COc1ccc2[nH]c(=O)c(CN(C(=O)c3cccnc3)c3ccccc3)cc2c1
  NPY Y1 blocker: -1
  Runt-CBFb FRET: 2
  BaF3 tox: 3
  S1P4 ag: 0.9
  NPY-Y2 PAM-ag: -1
  Ba/F3 V617F tox: -3
  NPY1 pot ag: 5
  RBBP9 inhibitor: -7
  S1P4 antagonist: -6

CCOC(=O)/C=C/C(=O)Nc1ccccc1C(=O)NC1CCCCC1
  NPY Y1 blocker: 2
  Runt-CBFb FRET: -2
  BaF3 tox: 1
  S1P4 ag: 0.1
  NPY-Y2 PAM-ag: -3
  Ba/F3 V617F tox: 1
  NPY1 pot ag: -31
  RBBP9 inhibitor: -6
  S1P4 antagonist: -10
